K1F lysis inhibition: protection from phage-mediated lysis, alamar blue read-out – E. coli UTI89, K1F phage, bacterial capsule biogenesis inhibitors (AID 488966) | E. coli UTI89 K1F phage lysis, alamar blue, 2 h; higher % means a stronger effect | one-dose inhibition, % at 100 µM; IC50 in µM for titrated hits | hit rate 0.02% among 340,000;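 active = phage lysis inhibition, versus mean bacterial control, above a set limit; inconclusive = no clear call, values can overlap the other calls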;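 also: capsule biogenesis inhibitors block K1F phage lysis so surviving cells raise fluorescence; higher fluorescence means more inhibition of phage lysis; actives were called in the ten point dose series up to 300 µM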
GPR55 antagonists: GPR55 antagonists blocking LPI-driven arrestin recruitment, primary screen, imaging, U2OS, beta-arrestin-GFP, LPI agonist (AID 2013); U2OS GPR55 beta-arrestin-GFP translocation imaging, LPI antagonism; higher % means a stronger effect; inhibition, % at 10 µM, or IC50 in µM where a hit was titrated; hit rate 0.13% among 290,000;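 active = spots per cell inhibited over 60%, with over 100 cells counted and total cytoplasm intensity under 500,000; inconclusive = wells with under 100 cells, flagged as likely toxic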;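 also: U2OS cells stably carrying GPR55 and arrestin-GFP stimulated by 5 µM LPI near EC80; imaged beta-arrestin-GFP aggregate spots per cell after agonist stimulation; plate controls were LPI-stimulated DMSO wells for no effect and DMSO wells without LPI for full effect; some results filed as inactive read as strong as hits; confirmed hits need IC50 under 10 µM and bright autofluorescent wells are also inconclusive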
NTR1 ag: NTR1-driven beta-arrestin-GFP spot formation – imaging, U2OS cells, high content, primary screen (AID 493036); hit rate 0.17% among 330,000; activation, % at 20 µM; P30989; agonist mode;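 active = activation at or above 40% of the spot to cytoplasm intensity ratio, with at least 20 cells analyzed; inconclusive = wells under 20 cells, flagged as cytotoxic or low count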;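 also: 0% = DMSO without peptide and 100% = 100 nM NTR1 peptide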
Target sequence (P30989 whole entry, looked up): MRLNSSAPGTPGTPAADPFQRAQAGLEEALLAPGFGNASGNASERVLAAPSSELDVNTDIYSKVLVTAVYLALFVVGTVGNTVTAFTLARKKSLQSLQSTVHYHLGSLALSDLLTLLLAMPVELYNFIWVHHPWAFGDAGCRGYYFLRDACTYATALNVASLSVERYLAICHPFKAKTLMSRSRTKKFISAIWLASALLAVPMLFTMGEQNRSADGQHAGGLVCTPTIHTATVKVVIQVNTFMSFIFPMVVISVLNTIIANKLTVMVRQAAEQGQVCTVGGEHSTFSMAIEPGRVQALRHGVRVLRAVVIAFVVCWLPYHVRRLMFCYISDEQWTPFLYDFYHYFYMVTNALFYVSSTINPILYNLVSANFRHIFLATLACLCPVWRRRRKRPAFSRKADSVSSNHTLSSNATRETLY
AID2073: inhibitors of Mint1-CaV2.2 protein interaction, biochemical, HTRF (AID 2073); HTRF protein-protein interaction, Mint1-CaV2.2; higher % means a stronger effect; inhibition, % at 20 µM; hits with a dose series show IC50 in µM; hit rate 0.19% among 290,000; in the data active = inhibition mostly above about 51%, no sharp cut-off; inconclusive = no clear call, values can overlap the other calls; inactive = mostly below about 53%; also: some results filed as inactive read as strong as hits
GPR55 activation: GPR55 agonists via beta-arrestin recruitment, primary screen, imaging, U2OS cells, beta-arrestin-GFP redistribution (AID 1961) | U2OS GPR55 beta-arrestin-GFP redistribution imaging; higher % means a stronger effect | one-dose activation, % at 10 µM; EC50 in µM for titrated hits | hit rate 0.048% among 290,000;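 active = activation above 40% with more than 50 cells counted in the well; inconclusive = wells holding fewer than 50 cells, flagged as toxic or sparse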;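 also: U2OS osteosarcoma cells stably expressing GPR55 and beta-arrestin-GFP; plate controls were DMSO negative control for no effect and LPI positive control for full effect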
Dengue-2 NS5 capping: flavivirus cap methylation enzyme inhibition – biochemical, confirmation dose response, primary screen (AID 588689); hit rate 0.3% among 340,000; inhibition, % at 25 µM; hits with a dose series show IC50 in µM; Dengue-2 NS5 methyltransferase capping enzyme assay, biochemical; higher % means a stronger effect; in the data active = a potency from the dose series; inconclusive = inhibition above about 29% without an active follow-up result
HIV fusion peptide: cell-free HIV fusion peptide-binding blockers – biochemical, uHTS, fluorescence dequenching, primary screen (AID 1986); cell-free peptide binding, fluorescence dequenching, 30 min; higher % means a stronger effect; one-dose inhibition, % at 20 µM; IC50 in µM for titrated hits; hit rate 0.3% among 290,000; in the data active = inhibition mostly above about 52%, no sharp cut-off; inactive = mostly below about 76%; also: some results filed as inactive read as strong as hits
GPR35 antagonists: inhibition of zaprinast-stimulated GPR35 beta-arrestin translocation – imaging, U2OS, beta-arrestin-GFP, zaprinast agonist, primary screen (AID 2058); inhibition, % at 10 µM, or IC50 in µM where a hit was titrated; U2OS GPR35 beta-arrestin-GFP translocation imaging, zaprinast antagonism; higher % means a stronger effect; hit rate 0.052% among 290,000;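 active = inhibition of at least 50% with at least 30 cells and total cytoplasm GFP at most 10,000,000; inconclusive = under 30 cells or total GFP of 10,000,000 plus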
SIAH1 antagonists: Siah-1 peptide-binding antagonists, primary screen, biochemical, fluorescence polarization, rhodamine-plectin, uHTS (AID 1817) | Siah-1 / rhodamine-plectin peptide fluorescence polarization; higher % means a stronger effect | displacement, % at 20 µM, or IC50 in µM where a hit was titrated | hit rate 0.02% among 290,000;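 active = displacement of at least 50% at 20 µM, with a fluorescence ratio check between 0.3 and a set limit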;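 also: plate controls were Siah plus tracer with DMSO for no effect and tracer alone without Siah for full effect; strong numbers were not always called active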
NTR1 ag cell count 20 µM: further read-out of NTR1 ag, marked with its call; cell count; measured here: cell count, cytotoxicity flag
Dengue-2 NS5 capping pilot replicate: also measured in Dengue-2 NS5 capping; calls as there; inhibition, %; measured here: pilot screen replicate inhibition
Starred values were filed as active, the others as inactive; ? = inconclusive; . = not tested or not shown; [ ] = another dose, or the depositor's remark.

SMILES	K1F lysis inhibition	GPR55 antagonists	NTR1 ag	NTR1 ag cell count 20 µM	AID2073	GPR55 activation	Dengue-2 NS5 capping	HIV fusion peptide	GPR35 antagonists	SIAH1 antagonists	others
CC1CCN(c2nc(-c3ccccc3)cc(C(F)(F)F)n2)CC1	0.9%	6%	0.5	87	5%	0.0%	-4%	0.5%	30%	6%
CCC(=O)c1ccc(N2CCN(C(=O)c3cc([N+](=O)[O-])ccc3F)CC2)c(F)c1	0.0%	4%	0.9	65	-5%	-0.1%	1%	0.4%	-2%	3%
O=C(C1=C(O)C(=O)N(Cc2cccnc2)C1c1ccccn1)c1cccs1 (configuration not stated)	-1.3%	7%	-0.5	73	-9%	-0.1%	2%	-2.6%	2%	-4%
Nc1no[n+]([O-])c1-c1ccccc1	-0.3%	8%	0.9	44	0%	-0.6%	4%	-0.3%	16%	9%
O=C1NC(c2ccncc2)Nc2sc3c(c21)CCCC3 (configuration not stated)	0.0%	-3%	0.9	47	-4%	0.0%	-1%	-1.3%	-13%	-3%
CCCNC(=O)C1CC(=O)N(c2ccc(OCC(=O)Nc3cc(C)cc(C)c3)cc2)C1 (configuration not stated)	5.3%	-5%	-1.1	44	-1%	-0.1%	0%	2.3%	-1%	0%
Cc1nc2sc(C(c3cccc(F)c3)N3CCCCC3)c(O)n2n1 (configuration not stated)	-0.2%	1%	-0.2	54	2%	-0.1%	1%	0.2%	-6%	-1%
CC1(c2ccccc2)NC(=O)N(Cc2ccc([N+](=O)[O-])cc2)C1=O (configuration not stated)	-0.2%[50 µM]	7%	2.4	91	-5%	-0.1%	3%	-0.3%	1%	6%
COCCNC(=O)C(=O)NCC1OCCN1S(=O)(=O)c1cccs1 (configuration not stated)	1.5%[50 µM]	4%	-0.7	57	9%	-0.1%	-3%	0.6%	-16%	-3%
O=C(c1ccc(Br)o1)N1CCN(c2ccc3nnc(-c4ccccc4)n3n2)CC1	-1.1%	-10%	4.9	53	7%	-0.2%	-7%	-3.7%	2%	4%
CC1(C)Cc2c(c(N3CCOCC3)nc3sc(C(N)=O)c(N)c23)CO1	-1.6%	-4%	0.7	59	35%	-0.2%	1%	-0.3%	-5%	0%
CC(=O)c1c(C(C)=O)c(C)n(-c2ccc3ncccc3c2)c1C	0.2%	15%	0.4	64	-7%	0.4%	-1%	-0.8%	2%	2%
CCCc1cc(C(=O)Nc2ccc(C(=O)c3ccc(C)cc3)cc2)n(C)n1	-0.1%	17%	2.2	73	6%	0.2%	-4%	0.9%	7%	1%
N#Cc1cnc(NN)nc1	0.5%	-18%	0.1	56	4%	0.1%	3%	0.3%	6%	-6%
COc1ccc(OCC(=O)NCCc2c[nH]c3ccccc23)cc1	1.0%	-4%	-1.4	48	-12%	-0.1%	2%	-2.4%	-3%	0%
O=C(NC12CC3CC(CC(C3)C1)C2)N1CCN(c2ccccc2)CC1	-0.4%	-17%	0.5	67	-16%	-0.1%	-6%	1.8%	-3%	5%
Cc1cccc(Nc2cc(C)c3c(O)cccc3n2)c1C	-0.2%	16%	5.9	55	11%	-0.3%	-1%	-4.2%	-6%	6%
Cc1ccc(S(=O)(=O)N2CCOC23CCN(C(=O)c2ccccc2Br)CC3)cc1	0.0%	-8%	-0.6	60	1%	0.3%	-7%	0.3%	-2%	0%
O=C(N/N=C/c1cc(Br)cs1)c1ccc2c(c1)OCCO2	.	5%	-1.1	39	0%	-0.2%	.	-0.3%	22%	9%
CCOCCCNC(=O)c1cn(CC(C)C)c(=O)c2cc(OC)c(OC)cc12	-0.6%	5%	3.1	55	3%	0.2%	-3%	-2.7%	-6%	0%
COC(=O)c1sc(NC(=O)c2c(-c3ccccc3)noc2C)nc1C	0.1%	2%	0.4	80	15%	-0.1%	-9%	0.7%	-11%	0%
O=C(Nc1c(C(=O)O)oc2ccc(Br)cc12)c1ccccc1	3.0%	18%	3.6	77	5%	0.4%	-1%	1.5%	-10%	1%
Cn1c(C(=O)OC(C(=O)NC(C)(C)C)c2cccnc2)cc2sccc21 (configuration not stated)	0.1%	5%	3.4	50	-2%	0.1%	0%	-0.6%	6%	5%
COc1ccccc1NC(=O)Cn1c(=O)oc2ccccc21	0.1%	8%	1.7	34	1%	-0.3%	-1%	-1.6%	12%	11%
Cc1ccc(S(=O)(=O)Nc2ccc(Br)cc2C(NCC(=O)O)c2ccccc2)cc1 (configuration not stated)	0.5%	9%	3.5	44	12%	-0.2%	-7%	48%	-4%	2%
COc1ccc(NC(=O)CC2Nc3ccccc3NC2=O)c([N+](=O)[O-])c1 (configuration not stated)	0.1%	12%	2.5	41	11%	0.2%	-2%	-0.4%	-7%	6%
COCC(=O)Nc1sc2c(c1C(=O)OC)CCCC2	0.2%	-16%	3.3	80	-5%	0.1%	4%	1.1%	-9%	3%
COC(=O)C(C)(C)ONC(=O)Nc1ccccc1Cl	1.8%	4%	1.4	51	-12%	0.1%	-4%	-1.2%	-9%	12%
CC(C)(C)c1ccc(C(=O)NC(=S)NCc2cccnc2)cc1	11%	-17%	1.4	50	-15%	-0.1%	21%	0.6%	-18%	-1%
NC(=O)COC(=O)CSc1ccc2ccccc2c1	0.0%	17%	1.2	52	-1%	0.6%	-2%	-1.4%	-2%	3%
CC(Oc1ccc2c3c(c(=O)oc2c1)CCC3)C(=O)NC1CCN(Cc2ccccc2)CC1 (configuration not stated)	0.9%	6%	0.2	45	-1%	-0.1%	3%	-1.1%	8%	-1%
N#CC(C#N)=CNc1cccnc1	-0.1%	4%	-0.2	45	9%	-0.1%	-7%	0.1%	-2%	1%
O=C(Cc1ccc(Cl)cc1)NN1C(=O)c2ccccc2C1=O	0.4%	6%	1.7	82	-8%	-0.2%	3%	1.5%	-8%	2%
CCc1ccc(C2C(C#N)=C(N)Oc3cc(N)ccc32)cc1 (configuration not stated)	0.6%	-6%	0.8	54	6%	-0.2%	.	0.0%	-12%	4%
Cc1ccc2nsnc2c1NC(=O)COc1ccccc1F	0.1%	-1%	0.4	108	7%	-0.1%	-11%	-0.2%	10%	-2%
COc1ccc(NC(=O)NC(c2ccccc2)c2ccccc2)c(OC)c1	0.0%	1%	1.1	77	14%	-0.1%	-3%	-0.7%	-22%	-3%
COc1ccc(NC(=O)C(CC(=O)O)Cc2ccc(Br)cc2)cc1 (configuration not stated)	1.1%	7%	-0.4	54	9%	-0.1%	7%	0.2%	10%	2%
COc1ccc(CNC(=O)CN(C(=O)c2csnn2)c2ccc(F)cc2)cc1	-0.3%	13%	-0.5	54	8%	-0.1%	-8%	2.4%	4%	2%
Cc1nonc1NC(=O)c1oc2ccc(F)cc2c1C	0.3%	17%	-0.5	55	14%	0.0%	-5%	1.2%	4%	7%
COc1ccc2c(c1)cc(C(=O)N/N=C/c1c(O)c(C(=O)O)cc3ccccc13)n2C	0.1%	3%	1.2	56	?	-0.1%	-11%	7.6µM*	0%	21%
CC(OC(=O)c1cc(S(=O)(=O)N2CCOCC2)ccc1F)C(=O)NC1CCCCC1C (configuration not stated)	-0.2%	17%	-0.1	55	9%	0.3%	-2%	-1.5%	8%	-2%
CCc1ccc(C(C(=O)NCc2ccccc2)N(C(=O)c2csnn2)C2CC2)cc1 (configuration not stated)	-0.2%	1%	1.3	46	-4%	0.0%	-6%	-0.4%	4%	1%
Cc1nnc(-c2cccc(Br)c2)c2cn(-c3cccc(Br)c3)nc12	5.7%	2%	1.5	104	-1%	-0.1%	-39%	-0.8%	4%	7%
O=S(=O)(N1CCOCC1)N1CCN(c2ccccc2F)CC1	1.5%	9%	-0.1	59	0%	-0.1%	-3%	0.5%	-3%	9%
Cc1ccc(C(C)C)cc1OCC(=O)N/N=C/c1ccc2c(c1)OCCO2	-2.0%[50 µM]	-3%	18	59	6%	-0.1%	-6%	-1.2%	29%	-4%
NC(=O)CCC(NS(=O)(=O)c1ccc(Cl)cc1)C(=O)NCC1CCCCC1 (configuration not stated)	0.0%	-16%	11	48	-2%	-0.2%	-22%	2.1%	-1%	-1%
Cc1ccc(NC(=S)N(Cc2cccs2)Cc2cc3cc(C)cc(C)c3[nH]c2=O)cc1	1.8%	10%	0.6	59	19%	0.5%	-4%	9.3%	2%	0%
O=C1OCCN1CCNCc1cn(-c2ccc(F)cc2)nc1-c1ccccc1Cl	0.3%	3%	0.0	50	-2%	0.1%	-3%	1.1%	-10%	0%
C/C(=N\O)c1cc(Cl)cc(Cl)c1O	0.9%	8%	2.2	60	14%	0.6%	-5%	-1.8%	-8%	6%
COc1ccc(CN2CCN(C(=O)CC(C)C)CC2)cc1	0.1%	-4%	0.5	59	12%	-0.2%	-2%	0.9%	9%	-4%	Dengue-2 NS5 capping pilot replicate=-0.9
COc1cccc(-n2nc(-c3ccnn3-c3ccccc3)c(=O)n(C)c2=O)c1	-0.3%[50 µM]	7%	0.2	59	2%	-0.1%	-7%	10%	7%	-3%
CCOc1ccc(NC(=O)CCc2nnc3ccc(N4CCN(C)CC4)nn23)cc1	0.8%	-5%	-1.4	60	38%	-0.1%	2%	-0.5%	-23%	-1%
CN(C)Cc1cc(C(C)(C)C)cc(C(C)(C)C)c1O	0.1%	-7%	2.0	53	2%	-0.2%	1%	0.9%	0%	12%
Cc1ccc(Cl)cc1NC(=O)C1CCN(S(C)(=O)=O)CC1	.	-6%	-0.3	41	-13%	-0.2%	.	-0.8%	9%	-6%
Cc1ccc(S(=O)(=O)NCc2ccccn2)c(C)c1C	0.2%	14%	-0.6	60	8%	-0.1%	1%	-1.9%	-2%	-5%	Dengue-2 NS5 capping pilot replicate=4.6
CC(C)N1CCN(Cc2cn[nH]c2C2CCCCC2)CC1CCO (configuration not stated)	0.1%	9%	-0.7	57	-3%	0.1%	-5%	-0.7%	-2%	-1%
COc1ccc2c(c1)C(=O)N(c1ccc(C)cc1C)C(=O)C2(C)C	0.4%	-8%	1.2	55	-6%	0.3%	-2%	-0.2%	7%	2%
